Assay outcomes from PubChem.
SENP8 block: blocks human SENP8 cleavage of Nedd8 substrate | Q96LD8 | inhibition, % at 20 µM | AID 602440 | recombinant SENP8, Nedd8 substrate fluorescence | hit rate 0.64% among 360,000; in the data active = inhibition mostly above about 40%, no sharp cut-off; inactive = mostly below about 27%
Target sequence (Q96LD8 whole entry, looked up): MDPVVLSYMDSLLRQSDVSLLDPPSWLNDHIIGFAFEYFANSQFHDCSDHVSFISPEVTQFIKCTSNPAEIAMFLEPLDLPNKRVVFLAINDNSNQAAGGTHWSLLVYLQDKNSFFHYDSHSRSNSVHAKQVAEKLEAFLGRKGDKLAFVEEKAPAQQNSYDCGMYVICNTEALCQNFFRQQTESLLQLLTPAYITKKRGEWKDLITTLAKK
HKDC1 inh: inhibitors of human hexokinase HKDC1 | hit rate 0.16% among 340,000 | recombinant HKDC1, G6PDH/diaphorase resazurin coupled fluorescence | inhibition, % at 20 µM;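 active = inhibition above about 35% when tested at 20 µM, limit read from the data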;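 note: plate controls were DMSO wells with enzyme for no effect and DMSO wells lacking enzyme for full effect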
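Assay system: recombinant HKDC1 hexokinase; detection: coupled resazurin fluorescence, excitation 525 nm, emission 613 nm; benchmarks: DMSO-plus-enzyme-mix negative control, buffer-substituted positive control; compound dosing: single 20 µM dose; schedule: 90 min at room temperature in dark; also added: glucose plus 1 mM ATP as hexokinase substrates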
PfG6PD inh: PfG6PD (Plasmodium falciparum) enzyme inhibition; hit rate 0.78% among 350,000; inhibition, % at 20 µM; PfGluPho enzyme, NADPH resazurin-diaphorase fluorescence;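 active = inhibition reaching at least a set limit at 20 µM in the primary screen, cut at about 59% in these data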;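 note: 0% = DMSO wells with substrate and 100% = DMSO wells lacking glucose-6-phosphate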
SENP6 block: inhibitors of human SENP6 protease; hit rate 1.8% among 330,000; Q9GZR1; Recombinant SENP6 catalytic domain, aminoluciferin luminescence; AID 2599; inhibition, % at 10 µM;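 active = inhibition above about 50% at the single tested dose, limit read from the data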;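 note: plate controls were DMSO wells with enzyme for no effect and DMSO wells lacking enzyme for full effect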
SENP7 block: SENP7 protease inhibition. hit rate 1.5% among 330,000. recombinant SENP7, Z-RLRGG-aminoluciferin luminescence, 40 min. inhibition, % at 5 µM;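 active = inhibition above about 50% at the single test dose, limit read from the data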;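 note: plate controls were DMSO with enzyme for no effect and no enzyme buffer wells for full effect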
Target sequence (Q9BQF6 706-1050 limits assumed): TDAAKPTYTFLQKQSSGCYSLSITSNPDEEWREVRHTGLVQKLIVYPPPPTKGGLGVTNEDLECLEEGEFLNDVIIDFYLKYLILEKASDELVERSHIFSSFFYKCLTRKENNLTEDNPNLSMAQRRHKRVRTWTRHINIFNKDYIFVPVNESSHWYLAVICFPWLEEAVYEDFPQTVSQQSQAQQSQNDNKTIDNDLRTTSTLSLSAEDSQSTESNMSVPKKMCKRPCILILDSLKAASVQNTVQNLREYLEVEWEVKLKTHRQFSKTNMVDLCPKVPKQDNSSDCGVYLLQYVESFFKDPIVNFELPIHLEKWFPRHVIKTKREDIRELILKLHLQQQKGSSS
ATG4B inhibitor: inhibitors of human ATG4B cysteine protease | hit rate 0.51% among 340,000 | ATG4B cleavage of LC3-PLA2, NBD-HPC fluorescence, 1 h | inhibition, % at 8.33 µM | Q9Y4P1; in the data active = inhibition above about 40%
Target sequence (Q9Y4P1 whole entry, looked up): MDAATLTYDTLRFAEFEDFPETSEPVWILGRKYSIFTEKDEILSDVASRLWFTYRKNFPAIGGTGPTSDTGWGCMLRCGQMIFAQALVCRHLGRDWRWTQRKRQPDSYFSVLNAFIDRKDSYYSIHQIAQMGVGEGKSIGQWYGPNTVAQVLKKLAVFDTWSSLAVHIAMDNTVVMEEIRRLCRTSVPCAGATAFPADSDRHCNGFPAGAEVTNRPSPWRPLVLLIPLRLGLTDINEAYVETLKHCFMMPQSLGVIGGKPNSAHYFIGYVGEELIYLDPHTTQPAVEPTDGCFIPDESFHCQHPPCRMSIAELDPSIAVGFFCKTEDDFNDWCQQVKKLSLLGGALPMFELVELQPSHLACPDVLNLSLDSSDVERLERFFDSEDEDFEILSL
MPTP block: inhibitors of mitochondrial permeability transition pore | hit rate 1.4% among 360,000 | inhibition, % at 10 µM | isolated mouse mitochondria, Ca2+ swelling absorbance, 30 min | AID 602449;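 active = inhibition of 50% or more, scaled per plate between neutral and stimulator controls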;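 note: 0% = DMSO wells given calcium and 100% = 1 mM EGTA wells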
NR3A LBD binder: modulators (binders) of human NR3A ligand-binding domain; Tm shift relative to glycine control, % at 25 µM; NR3A LBD differential scanning fluorimetry, Tm shift; 0% = protein alone, 100% = glycine-bound protein; hit rate 2.5% among 340,000;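 active = melting temperature shift of at least 10% of the positive control shift, at one fixed dose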
Starred values were filed as active, the others as inactive; i = inactive; nt = not tested or not shown.

Molecule,SENP8 block,HKDC1 inh,PfG6PD inh,SENP6 block,SENP7 block,ATG4B inhibitor,MPTP block,NR3A LBD binder
COc1ccc2[nH]c3c(c2c1)CCN1C(=O)C(CC(=O)NC(C)(C)C)C[C@H](C(=O)N(C(C)C)C(C)C)[C@@]31C (some centres undefined),12,-4,16,nt,6,-4,1.4,2
O=C(COc1ccccc1)N1CCN(c2ncnc3c2cnn3-c2ccccc2)CC1,16,0,-3,2,-5,-15,-2.3,-1
COc1ccc(C(=O)N2CCN(c3c(C)cccc3C)CC2)cc1OC,4,-4,10,1,7,0,-0.7,-2
Cc1ccc(S(=O)(=O)N2CCC(C(=O)NNC(=O)c3ccccc3)CC2)cc1,15,-11,-2,-29,3,-9,0.6,-2
CC(NC(=O)c1ccc2c(=O)n3c(nc2c1)CCC3)c1ccc(S(N)(=O)=O)cc1 (centres undefined),-139,4,0,2,0,-8,-2.6,0
Cc1c(NC(=O)C(C)Sc2nc3ccccc3c(=O)n2CCO)c(=O)n(-c2ccccc2)n1C (centres undefined),6,-7,-4,-3,14,0,1.4,-1
Cc1ccc(C(=O)NNC(=S)NC(=O)c2ccccc2)cc1,31,-5,-17,-14,15,-2,16,-4
CC(C)c1ccc(NC(=O)CN2C(=O)NC(C)(C3CC3)C2=O)cc1 (centres undefined),21,-2,-12,-4,2,-5,1.3,1
COc1cccc(CNC(=O)Cc2c(C(=O)O)[nH]c3ccccc23)c1,4,-7,-15,0,-17,6,3.0,1
COc1ccnc(-n2cccc2C=O)c1C#N,2,-7,2,3,-5,-1,-1.5,-2
O=c1[nH]c(CSc2ccccn2)nc2ccccc12,-7,-4,9,45,42,2,-1.7,-1
CCCCn1c(N)c(N(CCOC)C(=O)CSc2nnc(-c3ccco3)n2CC)c(=O)[nH]c1=O,2,-4,-2,0,4,-10,-3.0,2
COc1ccccc1NC(=O)C1Cc2ccccc2CN1C(=O)c1ccco1 (centres undefined),5,-3,19,-9,13,-15,0.7,-1
O=C(NCC(O)c1ccc([N+](=O)[O-])cc1)C(c1ccccc1)c1ccccc1 (centres undefined),10,-2,-2,-8,-7,-3,-1.1,-10
COc1ccc(Cl)cc1C(=O)NNC(=O)c1cccc(S(=O)(=O)N(C)C)c1,8,-10,-6,-9,7,-7,1.7,2
Cc1nn(C)c(C)c1CN(C)C(=O)c1cc2nc(-c3ccco3)cc(C(F)(F)F)n2n1,-385,-9,4,-30,-5,4,-2.3,-1
Cc1cc(Cl)ccc1OCC(=O)N/N=C1\CCCc2ccccc21,16,15,11,1,5,21,-0.8,1
O=c1c2c(O)cc(O)cc2oc2c(O)ccc(O[C@H]3O[C@@H](CO)[C@H](O)[C@@H](O)[C@@H]3O)c12,10,2,24,4,3,-2,-1.6,-1
COc1ccccc1S(=O)(=O)Cc1ccc(C(=O)N2CCOCC2)o1,4,0,-3,-13,-8,-6,-2.1,-1
CCC(CC)c1nc(NCCC(=O)O)c2ccccc2n1,8,16,1,-2,-5,-9,-1.0,1
COc1ccc(NC(=O)CSc2nnc(-c3ccoc3C)n2CCc2ccccc2)cc1,24,3,8,-16,-4,-11,0.6,2
CC1(C)C=Cc2c(c3c(c4c(=O)c(-c5ccc(O)cc5)coc24)OC(C)(C)CC3)O1,-70,-4,-4,3,0,-18,3.9,-6
Oc1cccnc1CN1CCOCC1,2,-3,-8,nt,nt,-4,-0.1,0
CCOC(=O)c1sc(NC(=O)c2ccccc2F)c(C(N)=O)c1C,-235,-11,-9,-3,5,8,9.9,-6

Entries of single compounds as entered above.
Cc1cc(Cl)ccc1OCC(=O)N/N=C1\CCCc2ccccc21 as listed: SENP8 block: 16; HKDC1 inh: 15; PfG6PD inh: 11; SENP6 block: 1; SENP7 block: 5; ATG4B inhibitor: 21; MPTP block: -0.8; NR3A LBD binder: 1
CC1(C)C=Cc2c(c3c(c4c(=O)c(-c5ccc(O)cc5)coc24)OC(C)(C)CC3)O1 as listed: SENP8 block: -70; HKDC1 inh: -4; PfG6PD inh: -4; SENP6 block: 3; SENP7 block: 0; ATG4B inhibitor: -18; MPTP block: 3.9; NR3A LBD binder: -6

Remaining list, next part:
Molecule,SENP8 block,HKDC1 inh,PfG6PD inh,SENP6 block,SENP7 block,ATG4B inhibitor,MPTP block,NR3A LBD binder
COc1ccc(NC(=O)CC2C(=O)N(CCc3ccccc3)C(=S)N2Cc2cccnc2)cc1 (centres undefined),17,-2,31,9,-1,-13,1.1,8
FC(F)(F)c1cccc(Cn2cnc(NC(=S)NCCc3ccccc3)n2)c1,-2,0,14,-16,-9,-10,1.4,1
C=CCn1cc(C(=O)N2CCN(C)CC2)c(=O)c2cc(S(=O)(=O)N(CC)CC)ccc21,20,0,-23,11,-2,7,-0.9,-6
Cc1ccc(S(=O)(=O)N2CCC[C@H]2C(=O)Nc2ccc(F)cc2C)cc1,6,5,-6,-2,0,-1,0.7,3
COc1ccc(CCn2c(NN=C(C)C)nc3c2c(=O)[nH]c(=O)n3C)cc1,-68,10,118*,-12,-3,2,-0.1,2
COCC(=O)N1CCC(Oc2ccc(C(=O)NC(C)c3csc(C)n3)cc2)CC1 (centres undefined),18,-4,-4,1,2,5,-1.0,0
C/C(=N/NC(=O)c1ccccc1)C(=O)O,15,-6,3,-3,-5,-3,0.7,-2
CCOC(=O)C(=CNc1nc(-c2ccccc2)c(C(=O)Nc2ccc(-c3ccccc3)cc2)s1)C(=O)OCC,-414,-3,5,-16,-2,-7,1.6,2
O=C(NC(=S)Nc1nc(-c2ccccc2)cs1)c1cccs1,14,-5,3,-21,-1,9,2.3,28*
Cc1ccc(-c2cc(NC(=O)c3ccccc3)on2)cc1,9,-2,1,50*,87*,-5,0.4,-13
Cc1cc(C)c(C(=O)COC(=O)c2ccc(NC(=O)CC#N)cc2)cc1C,-38,1,-6,-5,5,-7,4.2,0
Cc1ccc(Nc2cc(-n3nc(C)cc3C)ncn2)cc1,-87,1,-3,1,-1,-10,1.3,5
Cc1ccc(O)c(-c2cc(-c3ccccc3[N+](=O)[O-])[nH]n2)c1,10,-5,18,5,-5,73*,4.9,-6
Cc1csc(NC(=O)CSc2ccc([N+](=O)[O-])cn2)n1,6,-1,17,-12,1,-7,0.1,0
Cc1ccc(C(=O)NCc2ccc(Cl)cc2)o1,-3,-1,-6,6,6,-4,-0.9,0
CC1CCCN(c2nc3ccsc3c(=O)s2)C1 (centres undefined),-196,-2,-17,27,-3,2,1.1,2
Cc1nc2sc(C(c3ccc(Cl)cc3)N3CCN(C(=O)c4ccco4)CC3)c(O)n2n1 (centres undefined),9,-4,-4,2,-3,-19,-2.4,3
O=Cc1c(OCc2ccccc2)ccc2ccccc12,4,-4,10,27,14,31,0.5,-9
COc1cccc(N2CCN(C(=O)c3ccc(CS(=O)c4ccccc4C)o3)CC2)c1 (centres undefined),-4,3,4,9,6,1,3.6,0
COc1c(C)cc(C(=O)C2CCCN(C(=O)CCCn3cncn3)C2)cc1C (centres undefined),7,7,5,-13,-7,18,-0.9,-2
CCCC(c1nnnn1C1CCCC1)N1CCN(c2ccccc2F)CC1 (centres undefined),10,-3,4,-9,-6,-1,0.9,1
COc1ccccc1NC(=O)Cc1noc(CSc2cccc[n+]2[O-])n1,-11,-5,-6,3,14,4,0.4,-2
CCc1cc2c(=O)n(Cc3ccco3)c(SCC(=O)NC3CCS(=O)(=O)C3)nc2s1 (centres undefined),-1,-7,2,-26,-2,0,1.4,-1
CC(Nc1c([N+](=O)[O-])c(=O)oc2ccccc12)c1ccccc1 (centres undefined),23,1,14,-21,-6,-5,6.0,-1
CC1(C)CC(=O)c2cnc(NC(=O)CSC(=S)N3CCCCC3)nc2C1,10,-7,7,-15,1,-12,2.8,2
CC1CCN(C(=O)C2CCN(S(=O)(=O)c3cc(Cl)ccc3Cl)CC2)CC1,14,-1,11,-8,-4,4,1.7,-1
N#C/C(=C/c1ccco1)c1nc2ccccc2s1,-10,-3,11,38,78*,8,3.5,1
CCOC(=O)c1c(NC(=O)C2C3C=CC(C3)C2C(=O)O)sc2c1CCCC2 (centres undefined),-241,7,-48,5,3,-5,-0.2,-1
CC(C)(C)NC(=O)c1cc(-c2ccc3c(c2)OCO3)nc2ccccc12,-441,-2,-9,-7,0,-1,0.6,0
CNCc1ccccc1Sc1ccc(OC)cc1,20,3,6,-6,-11,0,10,0
COc1cccc(C(=O)Nc2cccc(-c3nnc(-c4ccco4)o3)c2)c1,11,2,16,-21,14,-16,1.1,-14
CCCCn1c(N)c(N(CCOC)C(=O)C2CCN(C(=O)c3ccccc3C)CC2)c(=O)[nH]c1=O,-12,-2,3,-4,6,-4,-0.9,-1
CNC(=O)NNC(=O)c1csc(Cc2c(Cl)sc3ccc(Cl)cc23)n1,15,-7,-21,-6,2,6,1.9,1
O=C(O)c1ccnc(C(=O)O)c1,16,-5,-3,-2,-3,11,0.1,-2
CC(Sc1nc2ncc(Cl)cc2[nH]1)C(=O)Nc1ccc(C(N)=O)cc1 (centres undefined),0,20,57,3,2,-1,-0.5,3
CCC(C(=O)OCC(=O)c1ccc2c(c1)NC(=O)CO2)c1ccccc1 (centres undefined),5,-4,7,-2,1,-14,-3.3,-3
CS(=O)(=O)Nc1nnc(SCC(=O)N(c2ccccc2)c2ccccc2)s1,24,-5,-17,0,-1,3,-1.4,-2
Cc1ccccc1NC(=O)C(C)SCc1ccccc1 (centres undefined),-2,-2,-9,6,2,1,0.2,0
O=C(c1ccccc1-c1ccccc1)N1CCOCC1,16,-6,-5,-11,1,3,-4.8,2
COc1cccc(/C=C/C(=O)Nc2ccc3c(c2)OCCO3)c1,10,-5,53,40,33,-17,1.0,3
O=C(COc1ccccc1[N+](=O)[O-])Nc1cccc(S(=O)(=O)N2CCCC2)c1,2,-3,0,1,7,1,0.6,0
Cc1ccc(NC(=O)c2c([N+](=O)[O-])c(C(C)(C)C)nn2C)c(C)c1,25,-11,-1,8,10,2,1.5,0
C/C(=N\NC(=O)c1ccncc1)c1cccc(NC(=O)c2ccc(Cl)s2)c1,8,2,27,5,-3,-10,-0.3,10
CCOC(=O)C1=C(C)NC(C)=C(C(=O)OCC)C1C(=O)OCC(=O)NCc1ccccc1OC,i,-6,4,9,3,-10,-1.4,1
NC(=O)c1ccc(NC(=O)CCCN2C(=O)c3ccccc3C2=O)cc1,20,-8,-6,-9,-8,-2,0.3,-4
CCOc1ccc(S(=O)(=O)N2CCC(C(=O)OC(C)C(=O)N(C)C3CCCCC3)CC2)cc1 (centres undefined),7,-5,-10,-11,3,-4,0.5,-22
Cc1c(C#N)c(N)nc2c3c(sc12)NC(=O)CC3c1ccc(Cl)cc1 (centres undefined),-342,-6,4,-12,-5,4,3.0,14*
COc1ccc2[nH]c(=O)c(CN(CCN(C)C)C(=O)NCc3ccccc3)cc2c1,-347,-8,-11,5,3,-3,-5.0,2
COc1ccc(N2CCN(CC(=O)Nc3nc4c(s3)CC(C)CC4)CC2)cc1 (centres undefined),23,5,1,-6,-2,-10,0.9,-2
Cc1nn(CC(=O)c2ccc3c(c2)OCCO3)c(=O)c(C#N)c1C,0,8,2,2,13,-4,-0.8,-1
CCCCn1c(SCC(=O)Nc2cc(C(F)(F)F)cc(C(F)(F)F)c2)nnc1C(CC)N(C)C (centres undefined),21,-1,3,-3,1,3,2.1,-10
Cc1cc(C(=O)NN=C2CCCCCC2)c(C)o1,12,-4,-4,-13,-1,2,0.3,4
CCOc1ccc(C(C)(C)C)cc1S(=O)(=O)Nc1ccncc1,15,-4,2,-6,-6,6,0.2,-1
CNc1ccccc1-c1nc2ccccc2n(C)c1=O,15,-3,12,-1,-2,-14,-2.2,1
